From PubChem BioAssay
HCV core dimer – blocks dimerization of HCV core protein; TR-FRET GST/Flag-core106 dimerization, 1536-well; inhibition, % at 5 µM; 300,000 tested, 0.33% active; AID 1899;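 active = inhibition above the mean of all tested compounds plus 3 SD, set per screening campaign, cut at about 45% in these data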
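Assay system: GST-tagged and Flag-tagged HCV core protein residues 1-106 / Times: compound-protein-antibody incubation 4 h at 22.5 °C / Signal: time-resolved FRET, ex 340 nm, em 617 and 671 nm / Evaluation: % inhibition based on acceptor/donor emission ratio / Benchmarks: wells lacking GST-core106 and wells with excess unlabelled core106 / Repeats: singlicate, one well per compound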
JMJD2C inh – blocks human GASC-1 demethylase activity. GST-JMJD2C(1-420) H3K9me3 demethylation, DELFIA europium. 330,000 tested, 0.069% active. AID 2099. inhibition, % at 2.35 µM;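 active = more than half of a compound's replicate wells show inhibition beyond 50%, single wells judged on their own value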;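 also: signal counts dimethyl H3K9 product captured on neutravidin plate; 0% = median of DMSO wells and 100% = 0.3 times that DMSO median; strong numbers were not always called active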
Target sequence (Q9H3R0 1-420 limits assumed): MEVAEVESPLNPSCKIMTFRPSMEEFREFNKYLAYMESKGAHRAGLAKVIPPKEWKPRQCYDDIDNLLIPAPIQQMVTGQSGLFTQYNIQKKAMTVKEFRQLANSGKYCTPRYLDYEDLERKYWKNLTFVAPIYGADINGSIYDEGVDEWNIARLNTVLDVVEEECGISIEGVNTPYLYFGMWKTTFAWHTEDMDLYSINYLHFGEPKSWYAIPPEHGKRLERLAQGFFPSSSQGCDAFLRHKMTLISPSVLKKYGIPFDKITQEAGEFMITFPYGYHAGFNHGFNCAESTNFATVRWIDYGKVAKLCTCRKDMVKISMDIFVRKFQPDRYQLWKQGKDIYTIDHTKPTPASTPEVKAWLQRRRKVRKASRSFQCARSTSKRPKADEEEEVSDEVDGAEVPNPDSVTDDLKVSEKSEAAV
Fh CTSL1 inh – blocks F. hepatica cathepsin L1 in PFM18AAP counter-screen | inhibition, % at 5.96 µM | 300,000 tested, 0.49% active | recombinant F. hepatica cathepsin L1, Z-Leu-Arg-MCA fluorescence;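 active = inhibition above the mean of all tested compounds plus 3 SD, set per screening campaign, cut at about 17% in these data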;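 also: 0% = plate median of test compound wells and 100% = 1 µM Z-Phe-Ala-diazomethylketone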
LYPLA2 counter – counter-screen for PME1 inhibitors: inhibitors of human LYPLA2; recombinant LYPLA2, FP-Rh probe fluorescence polarization; inhibition, % at 5.9 µM; O95372; 320,000 tested, 0.38% active;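 active = inhibition above the screen-wide mean plus 3 SD, limit set per campaign, cut at about 26% in these data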;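 also: 0% = LYPLA2 with DMSO and 100% = wells lacking LYPLA2 enzyme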
Target sequence (O95372 whole entry, looked up): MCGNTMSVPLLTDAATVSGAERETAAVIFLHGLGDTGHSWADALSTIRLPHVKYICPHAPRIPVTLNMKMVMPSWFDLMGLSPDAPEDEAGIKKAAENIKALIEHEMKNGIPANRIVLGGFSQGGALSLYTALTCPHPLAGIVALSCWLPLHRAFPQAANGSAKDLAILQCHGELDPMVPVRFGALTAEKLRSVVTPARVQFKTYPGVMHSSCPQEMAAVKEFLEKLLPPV
PP5 primary – inhibitors of human protein phosphatase 5 (PP5) | AID 1987 | P53041 | 320,000 tested, 0.18% active | inhibition, % at 6.7 µM | purified PP5c, OMFP substrate fluorescence;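 active = inhibition above the campaign's mean inhibition across all tested compounds plus 3 SD, cut at about 9.5% in these data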;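 also: 0% = DMSO only and 100% = 100 µM cantharidin control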
PREPL inhibitor – inhibitors of human prolyl oligopeptidase-like enzyme PREPL; Q4J6C6; recombinant PREPL, fluorescence polarization activity-based probe; inhibition, % at 5.96 µM; 320,000 tested, 0.68% active; AID 2751; in the data active = inhibition above about 43%;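 also: 0% = enzyme with DMSO and 100% = wells lacking enzyme; many of its hits are not listed in these tables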
TPT1 inh – blocks Candida albicans tRNA 2'-phosphotransferase; inhibition, % at 5 µM; AID 1962; recombinant caTPT1, FP RNA substrate dephosphorylation; 300,000 tested, 0.81% active;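 active = inhibition above the mean of all tested compounds plus 3 SD, set per screening campaign, cut at about 24% in these data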;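 also: plate controls were DMSO alone for no effect and ferristatin control at 100 nM for full effect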
Efflux pump mplx – inhibitors of Candida antifungal efflux pumps expressed in yeast; 330,000 tested, 0.44% active; AID 485275; inhibition, % at 10 µM; S. cerevisiae Candida pump triplex, Nile Red efflux;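 active = plate passing quality check with inhibition over a set limit, or well fluorescence over plate mean plus 4 SD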;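 also: Nile Red retained in pooled yeast measured as flow cytometry median fluorescence; 0% = buffer negative control and 100% = Enniatin B positive control; higher means more Nile Red kept so more efflux inhibition; some compounds called inactive have numbers as strong as hits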
PP1 inh – counter-screen for PP5 inhibitors: inhibitors of human PP1-alpha; P62136; purified PP1alpha, OMFP fluorescence; inhibition, % at 6.7 µM; 320,000 tested, 0.9% active;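 active = inhibition above the mean inhibition of all tested compounds plus 3 SD, computed separately for each screening campaign, cut at about 15% in these data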
Target sequence (P62136 whole entry, looked up): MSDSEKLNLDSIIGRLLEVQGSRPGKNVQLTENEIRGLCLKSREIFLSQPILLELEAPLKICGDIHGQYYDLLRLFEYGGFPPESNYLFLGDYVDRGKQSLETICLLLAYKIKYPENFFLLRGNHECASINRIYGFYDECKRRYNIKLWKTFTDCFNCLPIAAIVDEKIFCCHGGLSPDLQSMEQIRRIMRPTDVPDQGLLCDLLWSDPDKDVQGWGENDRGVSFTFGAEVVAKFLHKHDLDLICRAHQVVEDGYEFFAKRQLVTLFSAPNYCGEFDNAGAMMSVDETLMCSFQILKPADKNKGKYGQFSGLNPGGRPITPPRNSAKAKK
The depositor's hits bear a star; · = no result given.

SMILES | HCV core dimer | JMJD2C inh | Fh CTSL1 inh | LYPLA2 counter | PP5 primary | PREPL inhibitor | TPT1 inh | Efflux pump mplx | PP1 inh
O=C(Nc1ccc(Cl)cn1)c1ccccc1SCc1ccccc1 | 4 | -1 | -2 | 1 | 0.5 | -22 | 1 | 0.0 | 2
CCOC(=O)N1CCN(C(=O)CN(C)S(=O)(=O)c2ccc3c(c2)c(=O)n(C)c(=O)n3C)CC1 | -1 | 32 | 0 | 9 | 1.1 | 10 | 0 | 0.0 | -3
Cc1ccc(/C=N/N2CCN(Cc3cccc4ccccc34)CC2)o1 | 4 | -3 | 10 | -5 | -0.4 | 37 | 1 | -0.1 | -1
O=C1N=C(N2CCCCC2)SC1=C1CCCCC1 | 3 | 1 | -2 | 5 | 0.5 | -9 | -4 | -0.1 | 0
CCN1CCN(C(=O)C2CCN(S(=O)(=O)c3cccc4cccnc34)CC2)CC1 | -1 | 4 | -1 | -3 | 1.2 | -3 | -4 | -0.1 | 1
C=CCCC(=O)N1CCCC(Cc2cccc(Cl)c2)(C(=O)OCC)C1 (stereo not given) | 5 | -11 | 1 | -3 | 3.7 | 5 | 1 | 0.1 | -3
O=C(Cc1cccc2ccccc12)NNC(=O)c1cccs1 | -7 | 14 | -2 | 5 | -2.1 | 4 | -1 | 0.0 | 5
Cc1[nH]n(-c2ccc([N+](=O)[O-])cc2)c(=O)c1C=NCCN1CCN(C(=O)c2cccc(F)c2)CC1 | -2 | 12 | 3 | 4 | -1.3 | 11 | -2 | 0.1 | 1
CCC(CC)c1nnc(NC(=O)c2cc([N+](=O)[O-])ccc2N2CCCCC2)s1 | 23 | 11 | 0 | 0 | 2.7 | -1 | 1 | 0.2 | 4
COc1ccc(NC(=O)N2CCN(S(C)(=O)=O)CC2)cc1 | -5 | 55 | -1 | -3 | 1.5 | 5 | 2 | 1.4 | -5
CCOC(=O)N1CCN(C(=O)CCc2ccc(S(=O)(=O)NCC(C)C)cc2)CC1 | 1 | 10 | -1 | -2 | -0.6 | 4 | -3 | 0.0 | -5
NNC(=O)C(Cc1ccccc1)NC(=O)OCc1ccccc1 (stereo not given) | -5 | -2 | 1 | -5 | 0.0 | 7 | 3 | 0.2 | -1
Cc1[nH]n(-c2ccc(F)cc2)c(=O)c1C=Nc1ccc(S(=O)(=O)N(C)C)cc1 | -1 | -3 | -4 | 2 | -1.1 | -7 | 0 | -0.1 | -2
Cc1cc(C(=O)Nc2cc(Br)ccc2O)on1 | -3 | 6 | 3 | 5 | 2.9 | 22 | -5 | -0.1 | 1
C#CCOC(=O)c1ccccc1C(=O)n1nnc2ccccc21 | 2 | 0 | 0 | 1 | 0.3 | 14 | 2 | 0.0 | -2
Cc1ccc(OCC(=O)NCCCNC(=O)c2cccnc2)cc1C | -2 | 13 | 1 | 4 | 3.2 | -5 | -3 | 0.0 | 2
CCCn1c(NC(=O)CSCC(=O)Nc2cc(C)on2)nc2ccccc21 | 2 | -6 | 1 | 2 | 2.2 | 8 | 1 | 0.1 | 3
COc1ccc(CC(=O)N(C)CC(=O)Nc2cccc(F)c2)cc1S(=O)(=O)N1CCOCC1 | -6 | 1 | 1 | 1 | 0.0 | -3 | -1 | 0.0 | -1
Cc1[nH]c(=O)c(C#N)c2c1CCCC2 | 0 | 1 | 1 | 0 | 0.7 | 22 | 3 | 0.1 | -1
CC(C)CNC(=O)NC(=O)COC(=O)c1ccccc1Sc1ccc(C(F)(F)F)cc1[N+](=O)[O-] | 0 | 10 | 2 | 4 | 2.3 | 4 | 2 | 0.1 | 2
COc1ccc2c(C)cc(N3CCOCC3)nc2c1 | -1 | 62 | 3 | 3 | 0.2 | 17 | -2 | -0.1 | -4
COc1ccc(Cc2nnc(SCC(=O)N3CCc4ccccc4C3)o2)cc1 | 4 | -4 | 16 | -2 | 1.0 | -10 | -1 | 0.4 | -3
CC1CCc2cc(F)cc3c(=O)c(C(=O)O)cn1c23 (stereo not given) | 11 | 52 | 0 | 5 | -0.3 | 0 | -2 | -0.1 | 3
CC(=O)N1CCC(N(C(=O)Nc2ccc(F)cc2)C2CCCC2)CC1 | 2 | -3 | -4 | -1 | 1.8 | 8 | -1 | -0.1 | 2
CC1(C)C(=O)Nc2ccccc2N1C(=O)CN1C(=O)C(=O)N(C2CCCC2)C1=O | 8 | -6 | -2 | 1 | 2.9 | -7 | -2 | 0.0 | 0
O=C(/C=C/c1cccs1)Nc1ccncc1 | -5 | 1 | 3 | 1 | 0.1 | 3 | 2 | -0.1 | -1
Cc1cc(-c2nnc(CCC(=O)N(C)C(C)c3cccs3)o2)no1 (stereo not given) | 0 | 2 | -2 | -3 | -0.2 | 1 | -1 | -0.1 | -3
Cc1cc(NC(=O)c2ccc(Cn3nc(C)c(Br)c3C)o2)no1 | 3 | 0 | -7 | 0 | 1.8 | -3 | 0 | 0.1 | -9
N#C/C(=C\c1ccc(O)c(O)c1)C(=O)NCCc1ccccc1 | -5 | · | 2 | 2 | 1.1 | 25 | 4 | 0.1 | 1
CC1=CC(=O)C(C(C)C)=C/C1=N/OS(=O)(=O)c1ccccc1 | -3 | 1 | 17* | -9 | -2.2 | 3 | 2 | 0.4 | 0
CCOc1ccc(S(=O)(=O)Nc2ccc(OC)nc2)cc1 | 3 | -23 | -2 | 5 | 2.9 | -15 | 0 | -0.1 | -4
Nc1ccccc1C#Cc1ccc2[nH]ccc2c1 | -3 | 0 | 1 | -2 | -0.9 | 14 | 0 | -0.1 | 0
CCOc1ccc(N/C=C/C(=O)c2ccc(C)cc2)c([N+](=O)[O-])c1 | 4 | 14 | -1 | 4 | -2.2 | -7 | -19 | -0.3 | 2
NS(=O)(=O)c1ccc(CCNC(=O)CN2CCC(Cc3ccccc3)CC2)cc1 | 0 | 13 | -1 | 7 | 0.5 | 4 | 3 | 0.1 | -1
NNC(=O)C1CC(O)CN1S(=O)(=O)c1ccc2ccccc2c1 (stereo not given) | · | -6 | · | 7 | 0.3 | -8 | · | 0.0 | -3
CCNc1nc(OC)nc(N(OC)S(=O)(=O)c2ccc(C)cc2)n1 | -1 | 9 | -6 | 4 | -1.4 | 3 | -1 | 0.0 | -2
CSc1nsc(SCC(=O)Nc2cccc(C(C)=O)c2)n1 | -6 | 11 | -1 | 5 | 0.1 | 5 | -2 | -0.1 | -2
O=C(NNC(=O)C1CCCC1)c1cc([N+](=O)[O-])cc([N+](=O)[O-])c1 | · | 1 | · | 1 | 0.4 | -1 | · | -0.1 | -5
COc1ccc(NC(=O)CC(C)CC(=O)NCc2ccc(F)cc2)c(OC)c1 (stereo not given) | 0 | 96 | 5 | -3 | -0.1 | 2 | 3 | -0.1 | -4
COc1ccc(NC(=O)C2=CCN(S(=O)(=O)c3ccccc3)CC2)cc1OC | 5 | 12 | 1 | 2 | -1.8 | 4 | 3 | 0.0 | 1
CC(C)Oc1ccc(C(CC(=O)O)NC(=O)C2CCCCC2)cc1 (stereo not given) | -5 | -16 | 0 | -1 | 1.9 | -4 | -5 | 0.0 | -4
COc1ccc(NC(=O)CC2SC(=Nc3ccccc3)NC2=O)cc1 (stereo not given) | -4 | 3 | -5 | 1 | 0.6 | -3 | -2 | 0.0 | 0
CCn1nnnc1SCC(=O)c1ccc2c(c1)OCCO2 | -5 | 1 | 0 | 7 | 1.9 | -6 | -1 | 0.0 | 0
COc1ccc(OC)c(NC(=O)CSc2nc(-c3ccccc3)cc(=O)[nH]2)c1 | 2 | 2 | 1 | 3 | 1.5 | 9 | 5 | 0.3 | 7
C=CCn1c(Cn2nnc3ccccc32)nnc1SCC(=O)N/N=C/c1cc(Br)cc(OC)c1O | -14 | 6 | 2 | -5 | 4.2 | 7 | 3 | 0.0 | -2
O=C(CC1C(=O)NCCN1Cc1ccc(-c2ccccc2)cc1)NCCCn1ccnc1 (stereo not given) | -1 | 4 | 0 | 0 | -0.8 | 26 | -1 | 0.1 | -4
CN(C)S(=O)(=O)c1cccc(NC(=O)c2ccncc2)c1 | -6 | 4 | 2 | 2 | 3.6 | 5 | -2 | -0.1 | -1
O=C(Nc1ccnn1C1CCN(C(=O)c2cccc(Cl)c2)CC1)C1CCOC1 (stereo not given) | 2 | 5 | -2 | -1 | 1.1 | 5 | -3 | 0.2 | -1
COc1ccc2c(c1)CCCC21NC(=O)N(CC(N)=O)C1=O (stereo not given) | -1 | 1 | 0 | 0 | 3.3 | 20 | -3 | 0.1 | -5
CCn1c(C)nc2cc(C(=O)N/N=C/c3ccc(OC)cc3)ccc21 | -1 | 4 | 1 | -1 | 2.3 | -9 | 0 | 0.1 | -3
COc1ccc(C)cc1NC(=O)CN1CCN(c2ccccn2)CC1 | 5 | -39 | -8 | -1 | -1.3 | 21 | -2 | 0.0 | -1
O=C(N/N=C/c1ccccn1)c1cc(-c2ccncc2)nc2ccccc12 | -2 | -3 | -1 | -8 | 1.5 | -5 | -6 | -0.3 | 1
CC1CC(=O)N(CC(=O)Nc2ccccc2F)c2ccccc2S1(=O)=O (stereo not given) | 2 | -4 | 0 | 8 | -1.2 | 6 | -1 | 0.0 | -4
O=C(CN1CCN(C(=O)c2cncn2-c2ccccc2)CC1)Nc1ccccc1Cl | · | -1 | · | 0 | -1.8 | -2 | · | 0.0 | -3
Cc1nc2ccc(NC(=O)c3ccc(F)c(S(=O)(=O)N4CCOCC4)c3)cc2s1 | -5 | -1 | 2 | -5 | 1.7 | 2 | 5 | 0.1 | 5
COc1ccc(S(=O)(=O)NNC(=O)C(=O)NNc2ccccn2)cc1 | -1 | 10 | -5 | -3 | -2.0 | -3 | 0 | 0.0 | -3
Cc1ccc(S(=O)(=O)Nc2nc3ccccc3s2)cc1[N+](=O)[O-] | 6 | 3 | -6 | 3 | -0.7 | -3 | 0 | -0.1 | 1
CCOc1ccc(NC(=O)CC(c2ccccc2)c2ccc(F)cc2)cc1 (stereo not given) | 3 | -4 | 2 | -2 | 1.9 | 2 | -3 | 1.0 | 0
CCC(=O)Nc1cc2nn(-c3ccc(C)cc3)nc2cc1C | 3 | 2 | 1 | -4 | 0.8 | 10 | 2 | 0.1 | 0
CCC(=O)Nc1nnc(-c2ccccn2)o1 | 3 | 2 | -2 | 1 | 1.5 | -4 | 3 | 0.0 | -7

Remaining list, next part
SMILES | HCV core dimer | JMJD2C inh | Fh CTSL1 inh | LYPLA2 counter | PP5 primary | PREPL inhibitor | TPT1 inh | Efflux pump mplx | PP1 inh
COc1ccc(C(=O)NC(C)CCc2ccccc2)c(OC)c1 (stereo not given) | -12 | 0 | 3 | 0 | 0.2 | 1 | -3 | -0.1 | 10
O=C(COc1ccccc1)NNC(=S)NC(=O)c1ccccc1 | 1 | 6 | -3 | 3 | -2.2 | -10 | -1 | -0.1 | 5
c1csc(-c2nc(NCC3CCCO3)c3ccccc3n2)c1 (stereo not given) | 9 | 10 | 2 | 5 | 3.1 | -5 | 0 | 0.0 | 1
CC(=O)N1CCN(S(=O)(=O)c2c(C)n(C)c(=O)n(C)c2=O)CC1 | -10 | -5 | 1 | 4 | 1.0 | 7 | 0 | 0.0 | -2

Two neighbouring records out of the list so far, quoted:
SMILES | HCV core dimer | JMJD2C inh | Fh CTSL1 inh | LYPLA2 counter | PP5 primary | PREPL inhibitor | TPT1 inh | Efflux pump mplx | PP1 inh
c1csc(-c2nc(NCC3CCCO3)c3ccccc3n2)c1 (stereo not given) | 9 | 10 | 2 | 5 | 3.1 | -5 | 0 | 0.0 | 1
CC(=O)N1CCN(S(=O)(=O)c2c(C)n(C)c(=O)n(C)c2=O)CC1 | -10 | -5 | 1 | 4 | 1.0 | 7 | 0 | 0.0 | -2

A portion of the library (hit frequency here may not be typical).
